Tau fluor cs = Counterscreen qHTS for Inhibitors of Tau Fibril Formation, Fluorescence Polarization | tau K18 P301L (four-repeat tau fragment) Alexa594 fluorescence, heparin fibrillization | Potency, µM (top dose mostly 57.7 µM), inactives show top-dose activity change, negative = decrease | 280,000 compounds, 0.93% hits; note: potency is the fitted concentration of half-maximal effect; % is set by controls: 0 for no effect and ±100 for the full control effect; nearly all actives have a fitted effect of over 55% in size
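Human K18 P301L tau (15 uM unlabeled plus 0.24 uM Alexa 594-labeled, final) in 100 mM sodium acetate pH 7 was mixed with compound and 20 uM heparin and incubated 6 hr at 37 C.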
NPSR antag = qHTS Assay for Antagonists of the Neuropeptide S Receptor: cAMP Signal Transduction. Q6W5P4. CHO-NPSR cells, cAMP TR-FRET, antagonist mode. Potency, µM (doses to about 38.3 µM), inactives show top-dose activity change, negative = inhibition, most hits filed as inhibitors. 220,000 compounds, 1% hits. AID 1461, 2008; note: potency is the fitted concentration of half-maximal effect; % is set by controls: 0 for no effect and ±100 for the full control effect; nearly all actives have a fitted effect of over 50% in size; many of its hits are not listed in these tables
Target sequence (Q6W5P4 whole entry, looked up): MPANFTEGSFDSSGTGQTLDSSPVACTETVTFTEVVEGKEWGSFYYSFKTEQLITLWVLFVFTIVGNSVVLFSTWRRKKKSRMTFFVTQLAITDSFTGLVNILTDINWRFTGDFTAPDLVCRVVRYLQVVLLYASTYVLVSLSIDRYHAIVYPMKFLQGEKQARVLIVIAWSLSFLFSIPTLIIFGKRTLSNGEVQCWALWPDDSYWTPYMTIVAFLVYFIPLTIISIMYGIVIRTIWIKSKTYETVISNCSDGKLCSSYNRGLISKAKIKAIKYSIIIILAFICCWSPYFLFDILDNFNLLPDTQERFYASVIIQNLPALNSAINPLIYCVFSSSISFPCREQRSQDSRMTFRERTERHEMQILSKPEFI
Tau fibril FP = qHTS for Inhibitors of Tau Fibril Formation, Fluorescence Polarization. K18 P301L tau heparin fibrillization, Alexa594 FP, 6 h. 280,000 compounds, 0.39% hits. Potency, µM (doses to about 57.7 µM), for the others: top-dose activity, negative = inhibition, hits mostly inhibitors. Microtubule-associated protein tau (Homo sapiens), P10636; note: potency is the fitted concentration of half-maximal effect; % is set by controls: 0 for no effect and ±100 for the full control effect; nearly all actives have a fitted effect of over 55% in size
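Compound effects on tau fibrillization are measured by Alexa 594 fluorescence polarization (ex 555, em 632 nm). K18 P301L tau is used at 15 uM with 0.24 uM labeled tracer, and 20 uM heparin induces aggregation over 6 hr at 37 C.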
TexasRed fluor = Total Fluorescence Counterscreen for Inhibitors of the Interaction of Thyroid Hormone Receptor and Steroid Receptor Coregulator 2; Potency, µM (titrated, usually from 106 µM), inactives show at the highest dose fluorescence change, negative = quenching; 280,000 compounds, 0.29% hits; TRb/SRC2 Texas Red total fluorescence interference; AID 1479, 2009; active = well fitted curve in either direction with a large enough effect; inconclusive = small, poorly fitted or top-dose-only effect; note: potency is the fitted concentration of half-maximal effect; % is set by controls: 0 for no effect and ±100 for the full control effect
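Human TRb ligand-binding domain at 0.6 uM with 20 nM Texas Red SRC2 peptide in Tris buffer containing 1 uM T3 and 5% DMSO, incubated with compound 5 h at ambient temperature. Total fluorescence (555/632 nm) calculated as parallel + 2 × perpendicular.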
Epigenetic reg = Quantitative High-Throughput Screen for Regulators of Epigenetic Control; murine LDR cells, GFP reporter derepression, 30 h; Potency, µM (top dose mostly 53.9 µM), without a hit: at the top dose GFP activation, usual class: activators; 280,000 compounds, 0.2% hits; AID 1865, 2009; note: potency is the fitted concentration of half-maximal effect; % of control where 0% means no effect; nearly all actives have a fitted effect of over 60% in size
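Reporter derepression read as number of fluorescent GFP-positive objects, 20-120 um in size, counted by laser-scanning cytometer. Mouse LDR line with an epigenetically silenced CMV-GFP locus; compound incubation 30 h, 37 C.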
CBFb-RUNX1 inh = qHTS Assay for Compounds Blocking the Interaction Between CBF-beta and RUNX1 for the Treatment of Acute Myeloid Leukemia; Runt-related transcription factor 1 (Homo sapiens) + Core-binding factor subunit beta …; AlphaScreen CBFb-His/RUNX1-biotin binding, biochemical; Potency, µM (series often up to 59.8 µM), for inactives: at the top dose activity, negative = inhibition, most hits filed as inhibitors; 230,000 tested, under 10 active; note: % of control where 0% means no effect
Target sequence (Q01196 whole entry, looked up): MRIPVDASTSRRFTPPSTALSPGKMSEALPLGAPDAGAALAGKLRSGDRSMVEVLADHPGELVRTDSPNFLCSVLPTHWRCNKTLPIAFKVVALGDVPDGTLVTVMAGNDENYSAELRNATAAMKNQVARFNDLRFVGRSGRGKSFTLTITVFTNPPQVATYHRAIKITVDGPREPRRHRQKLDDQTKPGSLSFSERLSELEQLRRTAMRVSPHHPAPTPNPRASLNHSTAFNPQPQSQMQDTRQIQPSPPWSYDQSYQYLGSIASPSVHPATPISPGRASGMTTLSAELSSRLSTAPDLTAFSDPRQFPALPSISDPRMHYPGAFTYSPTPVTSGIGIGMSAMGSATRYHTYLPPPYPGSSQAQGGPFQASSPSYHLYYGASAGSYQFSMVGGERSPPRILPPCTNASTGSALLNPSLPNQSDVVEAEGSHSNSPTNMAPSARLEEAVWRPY
Target sequence (Q13951 whole entry, looked up): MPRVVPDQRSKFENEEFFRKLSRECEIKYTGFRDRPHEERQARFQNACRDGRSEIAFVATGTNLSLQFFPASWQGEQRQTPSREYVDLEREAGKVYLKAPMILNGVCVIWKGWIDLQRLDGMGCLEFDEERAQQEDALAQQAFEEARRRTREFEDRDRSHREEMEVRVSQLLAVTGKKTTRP
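Compounds were screened at multiple concentrations against a preformed CBF-beta(His)/RUNX1(biotin) complex (30 nM of each) for 15 min at room temperature, followed by 90 min with nickel and streptavidin beads and AlphaScreen reading.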
GLA spleen mod = qHTS Assay for Inhibitors and Activators of Human alpha-Galactosidase From Spleen Homogenate. Potency, µM (top dose mostly 80 µM), for the others: top-dose activity change, negative = inhibition, most hits filed as inhibitors. 240,000 compounds, 0.008% hits. Alpha-galactosidase A (Homo sapiens), P06280. human spleen homogenate, 4MU-alpha-Gal fluorescence, 40 min. AID 2107, 2009;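 note: potency is the fitted concentration of half-maximal effect; 0% = enzyme with vehicle and -100% = no enzyme basal signal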
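Human spleen homogenate (1 ug) as enzyme source, 4-methylumbelliferyl-alpha-D-galactopyranoside 1 mM final, citrate/phosphate pH 5.0 with 0.01% Tween-20. Compounds 40 min at 37C, NaOH/glycine stop; fluorescence Ex 365/Em 440, Hill-fit AC50.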
TRb SRC2 PPI = qHTS for Inhibitors of the Interaction of Thyroid Hormone Receptor and Steroid Receptor Coregulator 2 | TRbeta-SRC2 peptide binding, fluorescence polarization; receptor liganded with 1 µM T3 | Potency, µM (titrated, usually from 106 µM), for inactives: top-dose activity change, negative = inhibition, most hits filed as inhibitors | 280,000 compounds, 0.065% hits;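 note: potency is the fitted concentration of half-maximal effect; plate controls were bound peptide for no effect and peptide without receptor for full effect; nearly all actives have a fitted effect of over 50% in size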
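Human TRb ligand-binding domain (0.6 uM) is mixed with 20 nM Texas Red SRC2 peptide and 1 uM T3; after compound addition and 5 hr at ambient temperature, polarization is measured and normalized to unbound and bound controls.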
Numbers without * were called inactive; ? = inconclusive; . = not tested or not shown; [ ] = remark or other dose. Unless noted, calls come from the whole dose curve; as a rule, active = well fitted curve in the direction sought with a large enough effect; inconclusive = small, poorly fitted or top-dose-only effect, or another doubt; inactive = no such curve, though single readings can be large; an effect the other way counts as inactive or inconclusive. The list is partial (hit frequency here may not be typical).

mol | Tau fluor cs | NPSR antag | Tau fibril FP | TexasRed fluor | Epigenetic reg | CBFb-RUNX1 inh | GLA spleen mod | TRb SRC2 PPI
CC(C)CCNC(=O)NC(=O)COC(=O)C1=COCCO1 | -3.3% | -7.4%[46.1 µM] | 7.6% | -1.0% | -1.3% | 6.3% | 3.8% | 0.6%
O=C(C1=C[C@@H](c2ccc3c(c2)OCO3)C[C@@H](OCc2ccc(CO)cc2)O1)N1CCOCC1 | -4.2% | -2.3% | -1.3% | -0.3% | -1.5% | 12.9% | -0.3% | -5.0%
COc1ccc2cc(CN(CC3COCCO3)S(=O)(=O)c3ccccc3)c(=O)[nH]c2c1 (stereo not given) | 2.6% | -17.4%[46.1 µM] | -1.9% | -5.2% | 0.0% | 1.1% | -6.5% | -1.3%
COC(=O)CN1C(=O)C(O)(CC(=O)c2cccc(Br)c2)c2ccccc21 (stereo not given) | -6.3% | -8.2%[46.1 µM] | -2.6% | -3.7% | 1.7% | -3.2% | -4.1% | 0.7%
O=C(NNC(=O)c1nn(-c2ccc(F)cc2)ccc1=O)Nc1cccc(Cl)c1 | 16.1% | 14.6% | -1.9% | -5.0% | 0.1% | 12.6% | -1.2% | 0.9%
Cc1ccc(C(=O)NCC(=O)Nc2cccc(C(F)(F)F)c2)cc1 | -0.9% | 9.8% | 9.2% | 1.8% | -1.0% | 1.5% | 1.2% | -1.8%
Cc1cc(NC(=O)c2cc(-c3ccncc3)nc3c(C)cccc23)no1 | ? | 5.4%[46.1 µM] | 6.4% | 4.3% | -1.1% | -11.9% | -2.2% | 0.0%
CC(=O)Nc1cccc(-n2cc3c(c2-c2ccccc2Cl)c(=O)n(C)c(=O)n3C)c1 | -7.5% | . | -10.7% | 0.0% | -1.9% | . | . | -9.5%
COc1cc(OC)cc(C(=O)Nc2ccc(-c3nc4ccccc4s3)c(C)c2)c1 | 8.5% | . | ? | 1.8% | -1.3% | . | . | -5.8%
CCCCCC(=O)Nc1ccccc1N1CCOCC1 | 0.8% | -0.5% | 0.6% | -2.0% | 2.1% | 4.7% | -3.7% | -4.2%
CS(=O)(=O)N1CCC(C(=O)NCc2ccc(F)cc2)CC1 | -2.7% | 2.6% | -1.8% | -2.2% | 1.1% | 5.3% | 6.1% | -0.2%
CC(=O)N1CCN(CCN=CC2=C(O)CC(c3ccc(Cl)cc3)CC2=O)CC1 (stereo not given) | 5.2% | -9.0%[46.1 µM] | 7.9% | 2.9% | -0.2% | -2.5% | 13.0% | -11.5%
CCOc1ccc(Nc2nc(N)nc(CN3CCN(c4ccccc4F)CC3)n2)cc1 | -20.6% | 1.9% | 4.5% | -4.2% | 1.1% | -27.1% | 12.4% | 2.8%
COC(=O)[C@H](CCSC)NC(=O)NC1CC1 | -6.1% | -24.9% | -11.6% | -4.0% | -0.2% | 9.1% | 1.3% | -6.5%
Cn1nc(-c2ccccc2)c2ncc(C(F)(F)F)cc21 | 0.2% | 4.1% | 2.7% | -2.0% | 2.2% | 8.4% | -2.5% | -1.7%
C#CCNC(=O)C1=C[C@H](c2cn(C(C)=O)c3ccccc23)C[C@H](OCc2ccc(CO)cc2)O1 | -17.8% | 35.3% | -3.5% | -3.5% | 0.0% | -14.1% | -10.3% | -3.0%
COc1cc(OC)cc(C(=O)Nc2cc(NC(=O)c3ccco3)ccc2OC)c1 | -19.3% | 2.2%[46.1 µM] | 4.0% | -3.6% | -0.3% | -6.1% | -15.4% | -19.4%
O=C(/C=C1\SC(=O)N(CC(=O)Nc2ccc(Cl)cc2)C1=O)Nc1ccc(F)cc1 | -19.3% | -4.8% | -12.8% | -1.4% | -1.1% | 21.1% | -10.9% | -11.6%
Cc1cccc(OCC(=O)Nc2cccc3nsnc23)c1 | -14.0% | -10.8%[46.1 µM] | -5.1% | -0.8% | 0.0% | 10.2% | 16.7% | -12.7%
COc1ccc(CC(=O)NCc2nc(-c3ccccc3)no2)cc1 | 6.5% | 4.1% | 0.8% | 0.3% | -0.7%[10.1 µM] | -1.9% | 13.2% | -2.5%

mol | Tau fluor cs | NPSR antag | Tau fibril FP | TexasRed fluor | Epigenetic reg | CBFb-RUNX1 inh | GLA spleen mod | TRb SRC2 PPI
Cn1nc(C(=O)OCC(=O)c2ccc[nH]2)c2ccccc2c1=O | 2.6% | 4.4% | -3.7% | -3.5% | -1.4% | -1.5% | -8.3% | 2.1%
CN(C)C(=O)c1ccc(-c2n[nH]c(=O)c3ccccc23)cc1 | -10.7% | 11.7% | -10.5% | 1.8% | 0.0% | 16.8% | -2.9% | 1.7%
Cc1[nH]n(-c2ccc(Cl)cc2)c(=O)c1C=Nc1ccc(S(=O)(=O)N2CCOCC2)cc1 | ? | -5.5%[46.1 µM] | 3.1% | -0.5% | 3.1% | 0.7% | -2.1% | 4.5%
CCOC(=O)C1(CCc2ccccc2)CCN(Cc2ccccn2)CC1 | 0.4% | -12.1% | -1.3% | -5.0% | 0.0% | 9.1% | -1.4% | -5.6%
CC(C)(C)c1nc(SCC(=O)N2CC(=O)Nc3ccccc32)c2ccccc2n1 | 1.7% | 42.9% | -2.1% | -1.5% | 3.2% | 6.1% | -0.9% | 2.7%
CCc1ccc(N/C(N)=N/c2nc(CSc3ccccn3)cc(=O)[nH]2)cc1 | -23.3% | 29.8% | 2.1% | 0.4% | 2.9% | -2.0% | 8.2% | -0.8%
Clc1ccc(CNc2ccc(CNc3ncn[nH]3)cc2)c(Cl)c1 | ? | -4.1% | ? | -3.3% | -1.6% | ? | -7.8% | 1.8%
Cc1c(Cl)cccc1N1C(N)=C(C#N)C(c2cc(CN3CCOCC3)cs2)C2=C1CCCC2=O (stereo not given) | -0.7% | . | 4.3% | 7.1% | ? | . | . | -5.5%
CCN(CC)S(=O)(=O)c1ccc(N2CCN(S(=O)(=O)c3ccccc3C#N)CC2)nc1 | -19.1% | -12.9%[46.1 µM] | 5.7% | -2.0% | 3.6% | 4.1% | -10.9% | -4.5%
Nn1cnnc1N/N=C\c1ccc(-c2ccccc2[N+](=O)[O-])o1 | ? | -17.1% | ? | ? | -1.1% | -6.2% | 1.6% | -21.0%
CCOC(=O)c1[nH]c2cc3c(cc2c1NC(=O)CN1CCCCC1C)OCO3 (stereo not given) | -21.1% | -16.3%[46.1 µM] | 5.9% | -3.5% | 0.8% | 0.2% | -2.6% | 0.8%
COc1ccc(S(=O)(=O)N2CCc3ccccc3C2)cc1 | -17.3% | 12.2% | -10.1% | 0.5% | 7.0% | 11.8% | 3.5% | -2.5%
Cn1cc(S(=O)(=O)N2CCCC2)cc1C(=O)N1CCN(c2cccc(Cl)c2)CC1 | -4.4% | . | 0.6% | -0.9% | 0.0% | . | . | 0.7%
CC(C)CC(NC(=O)CCl)c1ccccc1 (stereo not given) | 4.8% | 4.4% | -2.5% | 1.1% | 0.1% | -2.8% | -0.6% | 0.8%
Cc1ccc(CN2CCCn3nc(C(=O)NC(C)C)cc3C2=O)cc1 | -1.5% | . | -5.3% | -2.0% | -4.9% | . | . | -6.4%
CN(CCOC(=O)CN1C(=O)c2ccccc2C1=O)C1=NS(=O)(=O)c2ccccc21 | 2.9% | 4.6% | 1.9% | -1.9% | 9.4% | -3.9% | 6.6% | 4.7%
Cc1ccc(NC(=O)CSc2nc3ccccc3c(=O)n2CCCN2CCCCC2)cc1Cl | -28.1% | ? | -4.3% | 0.1% | 2.4% | 8.6% | -11.2% | -4.7%
COc1ccc(-c2ccc(=O)n(CC(=O)Nc3ccc(Br)cc3F)n2)cc1 | -14.3% | . | -10.0% | 0.1% | 0.0% | . | . | -4.2%
COc1cccc(C2C(C(C)=O)=C(O)C(=O)N2CCc2c[nH]c3ccccc23)c1 (stereo not given) | -12.0% | -1.6%[46.1 µM] | 0.2% | -4.7% | -1.0% | -8.3% | -9.1% | -0.5%
Cc1ccc(NCc2ccccc2O)cc1C | ? | -4.5% | 14.1% | 0.8% | -1.5% | -9.3% | 11.3% | 0.6%

Taken from the listing (2 entries):
mol | Tau fluor cs | NPSR antag | Tau fibril FP | TexasRed fluor | Epigenetic reg | CBFb-RUNX1 inh | GLA spleen mod | TRb SRC2 PPI
COc1cccc(C2C(C(C)=O)=C(O)C(=O)N2CCc2c[nH]c3ccccc23)c1 (stereo not given) | -12.0% | -1.6%[46.1 µM] | 0.2% | -4.7% | -1.0% | -8.3% | -9.1% | -0.5%
Cc1ccc(NCc2ccccc2O)cc1C | ? | -4.5% | 14.1% | 0.8% | -1.5% | -9.3% | 11.3% | 0.6%

(continued)
mol | Tau fluor cs | NPSR antag | Tau fibril FP | TexasRed fluor | Epigenetic reg | CBFb-RUNX1 inh | GLA spleen mod | TRb SRC2 PPI
COc1ccccc1N1CCN(C(=O)c2ccc(S(=O)(=O)N3CCCCC3)cc2)CC1 | -5.7% | -19.5%[46.1 µM] | -1.8% | -0.8% | 1.1% | 7.3% | -1.4% | -3.7%
Cc1cccc(OS(=O)(=O)NC(=O)OCC2CCCN3CCCCC23)c1 (stereo not given) | -8.5% | 21.6% | -13.2% | -1.2% | 1.7% | -5.9% | -6.8% | 7.3%
COCCn1nnnc1C(C(C)C)N(Cc1cccnc1)Cc1cc2cc(OC)ccc2[nH]c1=O (stereo not given) | -3.7% | -14.1%[46.1 µM] | -1.8% | 0.6% | -1.0% | -1.3% | -1.4% | 6.5%
COc1cccc(-c2nnc(SCC(=O)Nc3ccc(OC)c(OC)c3)n2N)c1 | -5.1% | -7.9%[46.1 µM] | -3.0% | -1.6% | -2.3% | 3.4% | -4.5% | -0.7%
COC(=O)C(C(=O)Nc1cc(C)on1)C1CCCCCC1 (stereo not given) | 5.6% | -14.4%[46.1 µM] | 2.4% | -5.4% | 1.9% | 2.8% | -8.2% | 1.4%

Assay outcomes from PubChem.
